# NPY-Y2 antag: NPY-Y2 (human) receptor antagonism; AID 793; inhibition, % at 2.7 µM; NPY-Y2 expressing cells, antagonist mode; hit rate 0.99% among 140,000; in the data active means inhibition above about 17%;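 further: 0% = vehicle with agonist challenge and 100% = reference antagonist with challenge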
# Target sequence (P49146 whole entry, looked up): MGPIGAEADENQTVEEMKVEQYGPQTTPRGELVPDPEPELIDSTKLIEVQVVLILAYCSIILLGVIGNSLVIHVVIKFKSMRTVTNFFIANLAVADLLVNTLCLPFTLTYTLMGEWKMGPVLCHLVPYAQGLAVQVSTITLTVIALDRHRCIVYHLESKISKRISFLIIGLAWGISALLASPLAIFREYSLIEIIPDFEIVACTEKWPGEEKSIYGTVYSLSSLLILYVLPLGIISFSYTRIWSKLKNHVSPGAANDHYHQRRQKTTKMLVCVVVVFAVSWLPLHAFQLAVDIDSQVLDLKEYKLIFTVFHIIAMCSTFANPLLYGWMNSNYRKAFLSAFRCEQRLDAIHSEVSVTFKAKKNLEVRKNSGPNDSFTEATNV
# PTEN del growth: growth suppressors of cells with PTEN tumor suppressor deletion; HCT116 PTEN-null viability, CellTiter-Glo, 60 h; hits give low values; viability, % at 10 µM; hit rate 1.2% among 140,000; AID 827;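 active means viability at or below a set limit, 4 SD under the median of all tested compounds, cut at about 3.7% in these data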;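 further: PTEN knockout HCT116 line with beta catenin targeted HCT116 as companion control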
# HCT116 bCat-KO: beta-catenin-lacking colon tumor cell growth suppression | AID 818 | hit rate 1.5% among 140,000 | HCT116 beta-catenin knockout viability, CellTiter-Glo, 60 h; hits give low values | viability, % at 10 µM;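 active means viability at or under a set limit, the compound median less 4 SD, cut at about 6% in these data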;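 further: 0% = Hyamine 1622 control at 20 µM and 100% = untreated cell control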
# MRP-1 activ: activates MRP-1. H69AR cells + doxorubicin, viability rescue, CellTiter-Glo. AID 799. hit rate 0.61% among 140,000. viability increase, % at 10 µM;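 active means viability gain under doxorubicin at or above a set limit, the compound median plus 3 SD, cut at about 4.7% in these data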;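 further: MRP-1 overexpressing cells given doxorubicin 25 µM after compound pretreatment; 18-22 h compound pretreatment then 72 h with doxorubicin before readout; 0% = doxorubicin-only wells and 100% = vehicle-treated cells without doxorubicin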
# Phagocytosis inh: blocks phagocytosis by macrophages; hit rate 0.07% among 110,000; AID 1029; J774A.1 macrophage IgG-bead phagocytosis, imaging; inhibition, % at 5 µM;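 active means inhibition above the mean of the plate negative controls plus 5 SD, cut at about 13% in these data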;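 further: phagocytic index as fraction of beads internalized from green versus red external bead signal; plate controls were DMSO negative control for no effect and cytochalasin-D positive control for full effect; some results beyond the cut were filed as inactive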
# Measles CPE: protection of cells from measles virus. hit rate 1.5% among 140,000. protection (pct of control), % at 4 µM. Measles virus-infected cells, CPE protection, absorbance. AID 841; in the data active means protection mostly above about 24%, no sharp cut-off; inactive means mostly below about 26%; further: some compounds called inactive have numbers as strong as hits
# Yeast growth inh: chemicals that inhibit yeast BB579 growth in restrictive medium (lifespan-shortening candidates); S. cerevisiae BB579 growth, OD615, 48 h; hit rate 0.51% among 140,000; inhibition, % at 10 µM;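 active means inhibition above a set limit, 3 SD over the mean compound inhibition, cut at about 44% in these data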; further: inactives centre near -24
#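 System: Saccharomyces cerevisiae DeaD strain BB579, replicative lifespan model yeast. Buffer or medium: restrictive glucose-based CSMM-D medium. Doses: one dose, 10 µM compound with 0.25% DMSO. Timing: 4 h preincubation and 48 h exposure at 30 °C. Detection: turbidity as optical density at 615 nm. Benchmarks: amphotericin B 10 µg/mL, positive.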
# GALR2 antag: antagonists of human galanin receptor 2 (GALR2) | O43603 | GALR2-expressing cells, antagonist mode | inhibition, % at 4 µM | hit rate 0.39% among 140,000 | AID 828; in the data active means inhibition above about 27%;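 further: cells stimulated with galanin 1-16 at roughly its EC80; 0% = agonist challenge control and 100% = basal control without agonist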
# Target sequence (O43603 whole entry, looked up): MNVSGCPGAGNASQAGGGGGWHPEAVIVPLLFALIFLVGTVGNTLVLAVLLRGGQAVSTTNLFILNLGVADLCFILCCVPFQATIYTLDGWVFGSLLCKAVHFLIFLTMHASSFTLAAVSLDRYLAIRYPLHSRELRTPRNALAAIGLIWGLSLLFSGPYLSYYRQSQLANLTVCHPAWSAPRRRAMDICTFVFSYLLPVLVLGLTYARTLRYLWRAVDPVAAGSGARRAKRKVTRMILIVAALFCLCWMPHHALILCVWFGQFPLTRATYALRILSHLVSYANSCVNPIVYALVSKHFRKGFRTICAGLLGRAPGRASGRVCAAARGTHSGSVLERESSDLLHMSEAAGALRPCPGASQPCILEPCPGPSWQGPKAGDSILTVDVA
# Yeast lifespan up: yeast lifespan extension; S. cerevisiae growth with nicotinamide, OD615; deaD strain in restrictive glucose medium; AID 775; hit rate 0.68% among 130,000; inhibition of the nicotinamide effect, % at 10 µM;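 active means inhibition above a set limit, placed 3 SD over the median of all compounds, cut at about 26% in these data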;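 further: 0% = nicotinamide-treated wells and 100% = cells grown without nicotinamide; some compounds called inactive have numbers as strong as hits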
#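 Material: Modified budding yeast, DeaD strain | Medium: Restrictive glucose medium | Probe or stimulus: 1.5 mM nicotinamide | Dosing: Single dose 10 µM compound, 0.25% DMSO | Times: 48 h at 30 °C | Technique: OD615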
# E-sel TNF inh: blocks E-selectin expression induced by TNF alpha; HUVEC TNFa-induced E-selectin immunofluorescence, high content; inhibition, % at 2 µM; hit rate 0.71% among 120,000;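 active means inhibition above the batch mean plus 3 SD, and confirmed as a hit on visual image review, cut at about 43% in these data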;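 further: 0% = TNF-stimulated DMSO wells and 100% = unstimulated control wells; not every result past the cut was called active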
# An asterisk follows results filed as active; . = not tested or not shown.
1: Cc1cc(Oc2ccccc2)nc(SCC(=O)Nc2ccc(Cl)c(Cl)c2)n1
2: COc1ccc(C(=O)c2ccc(N3CCN(C(=O)c4ccc(F)cc4)CC3)c(F)c2)cc1Br
3: C/C(=N\NC(=O)c1cc(C)[nH]n1)C(C)(C)C
4: Cc1ccc(S(=O)(=O)CC(=O)N2CCCCCC2)cc1
5: CC1CCN(C(=S)Nc2ccc(SC(F)F)cc2)CC1
entry no.	1	2	3	4	5
NPY-Y2 antag	6	1	3	0	6
PTEN del growth	79	25	97	102	91
HCT116 bCat-KO	87	31	99	93	90
MRP-1 activ	0.7	-1.3	-1.4	-2.6	3.8
Phagocytosis inh	0	-1	-3	2	-7
Measles CPE	14	56*	3	22	22
Yeast growth inh	-36	-63	-24	0	-24
GALR2 antag	-15	-7	-5	0	6
Yeast lifespan up	-8	3	2	-12	1
E-sel TNF inh	12	-13	-7	-7	-15

6: CC(=O)N1CCC(=NNC(=O)c2cccs2)CC1
7: O=C(Nc1ccncc1)C1c2ccccc2Oc2ccccc21
8: CC(C)(C)NC(=O)c1cccc(NC(=O)c2cccc(O)c2)c1
9: CSc1cccc(NS(=O)(=O)c2ccc(F)cc2)c1
10: COc1cc(C)c(S(=O)(=O)n2ccc(C)n2)cc1C
entry no.	6	7	8	9	10
NPY-Y2 antag	1	1	-1	1	2
PTEN del growth	101	76	94	77	101
HCT116 bCat-KO	102	93	105	83	104
MRP-1 activ	-0.1	-2.1	-2.9	-2.3	-0.4
Phagocytosis inh	-5	-1	.	5	0
Measles CPE	6	5	1	10	1
Yeast growth inh	-16	-17	-11	5	-24
GALR2 antag	0	2	4	-2	-9
Yeast lifespan up	2	-6	-9	-14	6
E-sel TNF inh	.	-14	-20	15	-12

# 3 structures already listed, ordered by SMILES length, rising.
9: CSc1cccc(NS(=O)(=O)c2ccc(F)cc2)c1
7: O=C(Nc1ccncc1)C1c2ccccc2Oc2ccccc21
8: CC(C)(C)NC(=O)c1cccc(NC(=O)c2cccc(O)c2)c1
entry no.	9	7	8
NPY-Y2 antag	1	1	-1
PTEN del growth	77	76	94
HCT116 bCat-KO	83	93	105
MRP-1 activ	-2.3	-2.1	-2.9
Phagocytosis inh	5	-1	.
Measles CPE	10	5	1
Yeast growth inh	5	-17	-11
GALR2 antag	-2	2	4
Yeast lifespan up	-14	-6	-9
E-sel TNF inh	15	-14	-20

# The list goes on:
11: COc1ccc(S(=O)(=O)NCc2ccc(C(=O)O)cc2)cc1
12: COc1ccc(OC)c(NC(=O)C23CCC(C)(C(=O)O2)C3(C)C)c1 (configuration not stated)
13: Cc1ccc(NC(=S)N(Cc2ccco2)C2CCN(C(C)C)CC2)cc1
14: O=C(NC1CCCCC1)c1ccc(S(=O)(=O)NCc2cccnc2)cc1
15: Cn1ncc2c(Nc3cccc4ccccc34)ncnc21
entry no.	11	12	13	14	15
NPY-Y2 antag	0	4	4	0	1
PTEN del growth	97	91	80	69	92
HCT116 bCat-KO	99	90	83	68	86
MRP-1 activ	-1.4	-0.4	-2.4	-0.8	-1.3
Phagocytosis inh	.	-1	-4	-1	1
Measles CPE	14	3	39*	21	4
Yeast growth inh	-22	-70	-51	-34	-68
GALR2 antag	4	0	-5	-2	-6
Yeast lifespan up	.	-2	1	-4	-12
E-sel TNF inh	15	2	.	-7	2

16: COc1ccc(NC(=O)CNS(=O)(=O)c2ccc3nc(C)sc3c2)c(OC)c1
17: Cc1cc(C)c(NC(=O)CSc2nnc(SCC(=O)Nc3c(C)cc(C)cc3C)n2N)c(C)c1
18: CC(C)(C)c1ccc(C(=O)NC(=S)NNC(=O)c2cccs2)cc1
19: COc1ccc(CC(NC(C)=O)C(=O)N2CCN(C(=O)N(C(C)C)C(C)C)CC2)cc1 (configuration not stated)
20: CCNC(=S)NCc1ccc2c(c1)OCO2
entry no.	16	17	18	19	20
NPY-Y2 antag	3	-1	5	-1	1
PTEN del growth	100	97	15	112	102
HCT116 bCat-KO	99	97	20	98	88
MRP-1 activ	-0.7	0.7	-4.8	-1.7	0.5
Phagocytosis inh	1	-2	-4	0	.
Measles CPE	18	22	1	10	20
Yeast growth inh	-7	-11	67*	16	-4
GALR2 antag	-1	-8	3	0	-10
Yeast lifespan up	-5	-5	-5	-12	0
E-sel TNF inh	.	-26	0	5	3

21: CCN(CC)C(=O)COn1c(SCC(=O)N(CC)CC)nc2ccccc2c1=O
22: CCOc1ccc(C)cc1S(=O)(=O)n1ccc(C)n1
23: Cc1cc(C)cc(NCCC#N)c1
24: COc1ccc(S(=O)(=O)N2CCN(c3ccccn3)CC2)cc1OC
25: CCC/C(O)=N\S(=O)(=O)c1ccc(N=NN(C)C)cc1
entry no.	21	22	23	24	25
NPY-Y2 antag	-1	2	1	1	4
PTEN del growth	97	88	96	92	88
HCT116 bCat-KO	92	78	97	94	95
MRP-1 activ	-1.7	-1.1	2.8	-0.6	-1.0
Phagocytosis inh	-2	0	-1	1	.
Measles CPE	21	16	22	3	-1
Yeast growth inh	-35	-42	-21	-13	-14
GALR2 antag	13	7	10	-8	-1
Yeast lifespan up	0	19	5	-7	.
E-sel TNF inh	11	-23	43	-16	-18

# An excerpt of these results, with two lines to a compound:
# Second line of a record – NPY-Y2 antag, PTEN del growth, HCT116 bCat-KO, MRP-1 activ, Phagocytosis inh, Measles CPE, Yeast growth inh, GALR2 antag, Yeast lifespan up, E-sel TNF inh
24	COc1ccc(S(=O)(=O)N2CCN(c3ccccn3)CC2)cc1OC
    1, 92, 94, -0.6, 1, 3, -13, -8, -7, -16
23	Cc1cc(C)cc(NCCC#N)c1
    1, 96, 97, 2.8, -1, 22, -21, 10, 5, 43
21	CCN(CC)C(=O)COn1c(SCC(=O)N(CC)CC)nc2ccccc2c1=O
    -1, 97, 92, -1.7, -2, 21, -35, 13, 0, 11
22	CCOc1ccc(C)cc1S(=O)(=O)n1ccc(C)n1
    2, 88, 78, -1.1, 0, 16, -42, 7, 19, -23

# The listing continues.
nr	mol	NPY-Y2 antag	PTEN del growth	HCT116 bCat-KO	MRP-1 activ	Phagocytosis inh	Measles CPE	Yeast growth inh	GALR2 antag	Yeast lifespan up	E-sel TNF inh
26	COc1ccc(-n2c(SCC(=O)Nc3nccs3)nc3c(c2=O)SC(C)C3)cc1 (configuration not stated)	5	90	85	-2.4	0	10	-8	2	-6	-49
27	Cc1sc(NC(=O)C2C3C=CC(C3)C2C(=O)O)c(C(N)=O)c1-c1ccc(C(C)C)cc1 (configuration not stated)	0	102	95	-2.2	-4	7	5	1	3	.
28	Cc1nn(Cc2cccc(C(=O)Nn3cc([N+](=O)[O-])cn3)c2)c(C)c1[N+](=O)[O-]	3	100	93	3.9	-2	9	-15	6	2	.
29	COc1ccc2ccc(=O)oc2c1CC=C(C)C	3	88	93	-1.2	.	4	-54	12	-7	.
30	CS(=O)(=O)c1ccccc1-c1nc(-c2ccc(C(F)(F)F)cc2)no1	5	87	89	0.2	.	21	15	2	-10	-3
31	O=C1C2C3C=CC(C3)C2C(=O)N1/N=C/c1cn(Cc2ccc(F)cc2)c2ccccc12 (configuration not stated)	2	62	74	-1.1	-4	15	-38	3	-7	-36
32	CCCOc1ccc(Br)cc1/C=N/NC(=O)c1cc(OC)c(OC)c(OC)c1	2	89	87	-0.9	-7	10	-10	-41	2	.
33	CSc1nnc(-c2cccs2)n1-c1ccccc1	2	86	91	-1.1	1	32	10	-1	-17	-8
34	COCCCNC(=O)c1ccc2c(c1)OCO2	0	93	93	0.1	-1	23	-35	-18	-12	-9
35	Cc1ccc(NS(=O)(=O)c2cc(OCC(N)=O)c(C)cc2Cl)cc1C	-1	89	87	-2.8	.	8	-30	1	.	15
36	CCCCCc1c(O)nc(SCC(=O)NCC2CCCO2)[nH]c1=O (configuration not stated)	2	98	101	1.4	.	8	-5	-4	.	-3
37	Brc1cccc(-c2cnc3n2CCCCC3)c1	2	80	75	-1.0	1	7	-62	-6	6	4
38	O=C(O)/C=C\C(=O)Nc1ccccc1C#Cc1ccc(Br)cc1	0	71	69	-0.3	1	17	-60	7	-11	8
39	CC(=O)c1ccc(N2CCN(C(=S)Nc3cccc(F)c3)CC2)cc1	0	83	92	-1.4	-1	10	-46	19	-19	-64
40	CCOc1ccccc1NC(=O)C(Sc1nnc2ccccn12)c1ccccc1 (configuration not stated)	3	94	96	-0.9	-2	1	-22	21	-1	.
41	NC(=O)C1(c2ccccc2)CCOCC1	1	110	95	0.0	1	19	-43	10	-6	14
42	C=CCN(C(=O)CN1CCOCC1)c1nc(C)c(-c2ccccc2)s1	0	105	94	-1.4	-2	9	-43	11	-11	-16
43	O=C(CN1C(=O)c2ccccc2S1(=O)=O)NCc1ccccn1	-3	97	108	-0.8	3	3	-26	6	-8	-12
44	Cc1cc(OCC(=O)Nn2cnnc2)c(C)cc1Br	6	97	92	-0.1	0	10	-19	7	-2	-2
45	COc1cccc(C(=O)NC(=S)Nc2cccnc2)c1	-1	98	92	-0.6	-7	10	-6	-4	-8	-28
46	C(=N\n1cnnc1)/c1cccc(OCCOc2ccccc2)c1	3	92	96	0.6	-2	22	-28	0	-16	-25
47	COc1ccc(C(=O)NCC(=O)OCC(=O)N2CC(C)CC(C)C2)cc1 (configuration not stated)	1	80	82	-0.4	0	0	4	-12	-16	12
48	Cc1ccsc1/C=N/n1c(-c2cccnc2)n[nH]c1=S	1	102	99	-1.3	.	11	-45	0	-11	-12
49	CCOc1cc(NC(=S)NCC2CCCO2)c(OCC)cc1NC(=O)c1cccc(C)c1 (configuration not stated)	1	101	102	-4.0	.	3	-9	3	-21	-6
50	CC1(C)Cc2c(C#N)c(NCC3CCCO3)nc(-c3ccco3)c2CO1 (configuration not stated)	6	90	86	-0.4	0	9	-9	3	-22	7
51	COC(=O)c1cn(NC(=O)Cc2cccc(OC)c2)c(=O)c2ccccc12	5	93	97	-1.4	-15	5	-38	-14	-2	-18
52	Cc1cc(C)cc(NC(=O)CSc2nnc(-c3ccccc3)n2N)c1	3	102	96	-1.6	4	4	-72	5	-7	.
53	O=C(O)CC(=O)Nc1cc(Cl)ccc1O	3	105	89	-1.1	-1	7	-42	6	-5	21
54	O=C(CSc1cnc2ccccc2n1)NC1CCCC1	8	107	96	0.4	-1	15	-54	-13	-12	-10
55	C[N+]1(CCCCSc2ccc(O)cc2)CCCCC1	1	89	83	-2.0	-15	11	-38	-7	5	.
56	CCC(CC)NC(=O)Cc1ccc(S(=O)(=O)N2CCOCC2)s1	2	92	95	-2.0	-1	0	-9	-5	-9	19
57	Cc1cccc(NC(=S)NNC(=O)c2ccc3c(c2)OCO3)c1	2	75	78	-2.0	-3	13	-17	-10	0	.
58	O=C(NC(=S)N1CCN(c2nc(-c3ccccc3)cs2)CC1)c1cccnc1	6	71	80	-1.9	-5	5	-23	-2	0	17
